MITF act – increases MITF-driven TRPM1 promoter luciferase signal | SK-MEL-5 TRPM1-promoter luciferase, 24 h; % of positive control, neutral wells = 0 | activation, % at 12.5 µM | 300,000 tested, 0.75% active;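 active = mean activation of at least 80% with every replicate also reaching 80%; inconclusive = mean reaches 80% but some replicate falls short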;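 note: 0% = neutral control wells and 100% = parthenolide positive control wells; values of inactives mirror those of a sister screen read the other way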
HTR5A ag – activates human HTR5A in OPRM1-OPRD1 agonist counter-screen; P47898; HTR5A agonist assay, luminescence, cell-based; activation, % at 9.3 µM; 340,000 tested, 0.61% active; in the data active = activation mostly above about 9.5%, no sharp cut-off; inactive = mostly below about 7.6%;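 note: 0% = cells with vehicle only and 100% = reference agonist; strong numbers were not always called active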
dFosB activator – activators of mouse delta FosB homodimer; activation, % at 25 µM; P13346; 340,000 tested, 0.99% active; purified delta FosB, TAMRA-CDK5 oligo fluorescence polarization; percent of positive-control signal above neutral wells;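 active = mean activation above about 17%, with every replicate also reaching it, limit read from the data, passing the limit was not always enough; inconclusive = only one of the two conditions met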;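 note: fluorescence polarization rise as delta FosB binds a TAMRA Cdk5 AP-1 oligo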
Target sequence (P13346 whole entry, looked up): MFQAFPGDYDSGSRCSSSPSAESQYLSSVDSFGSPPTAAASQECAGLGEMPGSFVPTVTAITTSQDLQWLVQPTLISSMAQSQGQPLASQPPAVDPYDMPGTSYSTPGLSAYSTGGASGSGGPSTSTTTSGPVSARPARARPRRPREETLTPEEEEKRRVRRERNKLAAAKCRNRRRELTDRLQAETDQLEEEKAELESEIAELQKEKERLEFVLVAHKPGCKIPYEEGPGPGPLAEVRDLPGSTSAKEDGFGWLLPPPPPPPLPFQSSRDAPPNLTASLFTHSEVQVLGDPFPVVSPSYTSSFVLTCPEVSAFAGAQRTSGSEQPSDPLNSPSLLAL
Wnt bcat act – activates Wnt/beta-catenin signaling in a reporter cell assay; activator, plate reader; activation, % at 9.35 µM; 300,000 tested, 1.2% active; in the data active = activation above about 30%, passing the limit was not always enough; inconclusive = no clear call, values can overlap the other calls;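 note: 0% = neutral control wells and 100% = positive control wells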
SR-BI HDL uptake – mouse SR-BI HDL lipid transfer inhibition; ldlA[mSR-BI] CHO cells, DiI-HDL uptake fluorescence, 3 h; AID 488896; 320,000 tested, 0.96% active; Q61009; inhibition, % at 12.5 µM;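 active = mean replicate inhibition of at least 70% and a set share of replicates each scoring 70 or more; inconclusive = meets just one of the two criteria; inactive = fails both criteria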;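 note: 0% = median of neutral control wells and 100% = median of positive control wells; values of inactives mirror those of a sister screen read the other way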
HTR5A inv ag – inverse agonist of human HTR5A in OPRM1-OPRD1 counter-screen; P47898; HTR5A cell line, luminescence, inverse agonism; inhibition, % at 9.3 µM; 340,000 tested, 0.083% active; AID 504634; in the data active = inhibition mostly above about 23%, no sharp cut-off; inactive = mostly below about 18%;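 note: 0% = cells with DMSO and 100% = no-cell wells with DMSO; some compounds called inactive have numbers as strong as hits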
PvdQ acylase – blocks Pseudomonas aeruginosa PvdQ acylase activity; purified PvdQ acylase, fluorescence plate reader; inhibition, % at 10 µM; 340,000 tested, 0.063% active; AID 488965; in the data active = inhibition above about 30%, passing the limit was not always enough; inconclusive = no clear call, values can overlap the other calls;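 note: 0% = vehicle neutral wells and 100% = reference inhibitor wells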
CDK5 p35 inh – inhibitors of human CDK5/p35 kinase; 330,000 tested, 0.01% active; Q00535+Q15078; inhibition, % at 10 µM; Recombinant CDK5/p35, ADP-Glo luminescence, 60 min; AID 488839;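 active = highest replicate inhibition of at least 50% and at least 75% of replicates reaching 50%; inconclusive = only one of the two criteria met; inactive = both criteria failed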;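 note: plate controls were DMSO neutral control for no effect and GW8510 at 10 µM for full effect; many of its hits are not listed in these tables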
Target sequence (Q00535 whole entry, looked up): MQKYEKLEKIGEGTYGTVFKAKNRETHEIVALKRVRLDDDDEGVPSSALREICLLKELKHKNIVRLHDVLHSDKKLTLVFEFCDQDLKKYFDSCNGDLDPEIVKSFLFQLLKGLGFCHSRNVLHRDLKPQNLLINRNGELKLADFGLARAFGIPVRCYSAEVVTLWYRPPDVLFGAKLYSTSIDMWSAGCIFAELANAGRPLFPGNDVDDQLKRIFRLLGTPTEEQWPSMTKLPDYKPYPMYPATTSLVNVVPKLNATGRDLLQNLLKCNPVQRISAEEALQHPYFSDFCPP
Target sequence (Q15078 whole entry, looked up): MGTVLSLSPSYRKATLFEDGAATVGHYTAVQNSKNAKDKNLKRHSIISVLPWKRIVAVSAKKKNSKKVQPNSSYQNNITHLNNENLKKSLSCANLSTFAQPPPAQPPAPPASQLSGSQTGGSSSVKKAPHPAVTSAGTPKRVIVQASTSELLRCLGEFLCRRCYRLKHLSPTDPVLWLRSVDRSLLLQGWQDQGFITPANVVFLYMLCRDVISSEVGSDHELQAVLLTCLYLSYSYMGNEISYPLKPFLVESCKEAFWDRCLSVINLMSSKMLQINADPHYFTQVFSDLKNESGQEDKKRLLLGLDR
NSD2 inh – NSD2 (human) methyltransferase inhibition; 310,000 tested, 0.54% active; inhibition, % at 12.5 µM; NSD2 peptide methylation, AlphaScreen, 120 min; in the data active = inhibition above about 50%
V-ATPase pHluor – alters yeast V-ATPase proton transport. response, % at 10 µM. S. cerevisiae, pHLuorin cytosolic pH fluorescence. 350,000 tested, 0.37% active; in the data active = response mostly above about 7.3%, no sharp cut-off; inactive = mostly below about 5.4%; note: actives read high; inactives centre near 0; some compounds called inactive have numbers as strong as hits; reference of the scale not given here
* marks the source's active call; other numbers are inactive results; ? = inconclusive; . = not tested or not shown; & = joins results of further samples.

mol	MITF act	HTR5A ag	dFosB activator	Wnt bcat act	SR-BI HDL uptake	HTR5A inv ag	PvdQ acylase	CDK5 p35 inh	NSD2 inh	V-ATPase pHluor
COc1ccccc1NC(=O)CSCc1cc(=O)n2ccsc2n1	-2.3	6.9	-5.0	1.0	-27.7	23.3	-24.6	-5.6	0.2	4.7
COCCNC(=O)/C(C#N)=C/c1ccc(-c2ccc(S(=O)(=O)N3CCOCC3)cc2)o1	-18.1	4.5	4.6	-2.8	2.1	35.2	-15.7	0.1	-1.7	1.2
O=C1CC(C(=O)NCc2ccccc2)C2(CCCC2)O1 (centres undefined)	-9.5	1.2	1.8	-3.3	-45.9	-13.8	-7.7	0.5	-1.3	-1.9
Cc1ccc(CSc2nnc(NC(=O)C3=COCCO3)s2)cc1	14.6	2.9	-11.2	9.1	-7.1	-8.0	4.7	1.4	-0.9	-0.1
NNc1nc2ccccc2nc1C(F)(F)F	9.8	-2.4	-3.0	-1.5	1.5	6.0	-5.2	-6.6	4.4	-1.2
CN(C)C(=O)C12CCC(C)(c3nc4ccccc4nc31)C2(C)C (centres undefined)	12.6	4.9	-4.4	-0.3	-12.9	14.3	1.5	-2.0	-1.1	-0.8
Cc1ccc2[nH]c(O)c(N=NC(N)=S)c2c1	10.0	-2.4	-6.7	3.1	.	9.4	0.8	0.2	-1.5	0.6
O=C(OCc1nnc(-c2ccccc2)o1)c1cc(=O)c2ccccc2o1	12.1	-1.4	4.1	.	-25.8	3.9	-3.4	0.6	-0.7	-7.2
O=C(NC1CCCCC1)C1CCCN1S(=O)(=O)c1ccc(F)cc1 (centres undefined)	-8.8	-3.0	-7.4	-0.2	0.7	7.2	-10.4	-4.6	-0.3	6.6
O=C(NCCc1cccs1)C1CC(c2c(Cl)cccc2Cl)=NO1 (centres undefined)	16.1	5.4	-8.4	6.3	2.1	-15.8	-14.6	-0.3	.	-1.0
CN1CCN(C(=O)CN2C(=O)NC(C)(c3ccc4ccccc4c3)C2=O)CC1 (centres undefined)	5.7	-0.3	-9.1	-3.1	0.1	6.7	-17.6	1.0	-1.9	-0.7
CCn1c(CCNC(=O)c2ccc(Cl)cc2)n[nH]c1=S	3.4	-1.2	-2.0	.	.	-22.0	10.9	1.8	-4.1	0.7
COc1ccccc1NC(=O)CCSc1nc(C)cs1	.	7.7	3.1	20.8	-3.6	7.5	3.6	0.8	-1.3	5.0
c1ccc(Nc2nn[nH]n2)cc1	-9.4	-1.2	-0.3	0.4	-9.0	-14.4	-0.8	0.9	-1.9	0.0
CCc1ccc(C(=O)C(C)OC(=O)c2nc3nc(C)cc(C)n3n2)cc1 (centres undefined)	2.2	-2.0	-1.3	1.8	-22.6	6.0	5.3	-0.8	4.4	-3.5
COc1ccc(NC(=O)c2cc(-c3cc(OC)c(OC)c(OC)c3)nc3ccccc23)cc1OC	-9.2	7.4	-8.5	4.7	85.3*	-19.7	1.4	0.3	0.0	2.4
CCNC(=S)N1CCc2cc(OC)c(OC)cc2C1COc1ccccc1OC (centres undefined)	-12.1	0.9	-12.0	-2.0	60.1	-2.5	-15.6	-0.9	1.6	1.0
O=c1c2ccccc2ncn1Cc1ccccc1	-0.1	1.3	9.8	2.4	4.6	-3.4	-7.8	-1.0	-2.4	0.9
O=c1[nH]cnc(O)c1Nc1cccc(Cl)c1	-2.5	0.4	3.4	-2.9	-82.7	-1.5	-1.2	1.4	-5.1	0.4
Cc1ccc2oc(C(=O)Nc3nnc(CC(C)C)s3)c(C)c2c1	25.8	-5.7	-3.6	-0.2	2.2	14.7	-1.9	-1.5	-0.5	-4.1
CCCCNC(=O)N1CCc2[nH]c3ccccc3c2C1	.	1.2	2.2	-1.1	9.8	-4.5	-3.7	3.1	-0.1	2.0
COc1ccccc1/C=N/Nc1cc(N(C)C)nc(N(C)C)n1	-2.1	-5.4	-9.0	-6.8	31.5	15.4	-13.2	0.9	100.3*	0.1
O=C(CSc1nnc(CNC(=O)c2ccccc2F)o1)NCC1CCCO1 (centres undefined)	-1.1	-2.9	1.0	-5.4&-2.4	-11.8	2.3	1.5	0.8	0.9	-0.7
O=C(Cn1c(-c2cncs2)nc2ccccc21)NC1CCCC1	4.1	.	-0.1	.	-19.9	.	-15.5	0.6	.	-2.1
COc1ccccc1NC(=O)C1CCN(S(=O)(=O)c2ccc3c(c2)NC(=O)CO3)CC1	8.0	-0.9	-8.6	0.8	12.6	1.2	-12.2	-7.3	-3.9	0.0
O=C(CCCCCCCCCCC(=O)NCc1cccnc1)NCc1cccnc1	-8.5	8.8	4.8	-2.2	6.2	-22.8	-11.5	-0.5	0.3	0.6
Cc1cccc(C)c1NS(=O)(=O)c1ccc(F)cc1	-5.1	-0.9	5.1	.	3.0	3.7	-8.2	-0.8	-2.4	0.2
CCOC(=O)Cc1c(C)nc2c(-c3ccc(Cl)cc3)c(C)[nH]n2c1=O	-12.3	-1.5	-5.5	-1.8	12.7	24.1	1.5	0.6	-1.3	-0.1
O=C1CN=C(Nc2ccccc2)N1Cc1cccs1	2.6	3.8	-6.1	.	-6.3	-0.1	-11.4	.	-3.2	1.4
COC(=O)CSC1=C(C#N)C(c2ccc(C)o2)CC(=O)N1 (centres undefined)	-16.9	-5.5	-8.9	-1.0	-9.1	14.8	0.9	0.6	-2.0	-0.6
COc1cccc(C(C#N)N2CCCCC2)c1O (centres undefined)	-16.8	-0.2	8.9	.	-8.4	0.7	-17.0	-0.6	3.4	-1.0
C=C(C)Cc1c(C)nc(-c2ccccc2)[nH]c1=O	.	1.1	-1.6	-12.0	-39.4	11.6	-10.0	0.7	.	3.5
O=C(Nc1ccc(-c2nc3cc(Cl)ccc3c(=O)o2)cc1)c1ccco1	2.7	-0.8	-1.0	-5.7	-10.8	-0.8	-7.6	0.9	-2.0	-4.1
COc1ccc(/C=C2\CCCC3C2=NC(=S)NC3c2ccc(OC)cc2)cc1 (centres undefined)	5.7	-2.2	-5.9	.	.	4.7	-11.3	0.1	-0.7	-4.0
O=C(Cc1ncc(C(F)(F)F)cc1Cl)N1CCN(c2ccc(F)cc2)CC1	0.1	2.0	-8.3	-3.5	0.8	-13.6	5.5	-0.6	-2.2	-9.4
COc1cccc(CNS(=O)(=O)c2ccc3c(c2)N(C(C)=O)CCS3)c1	-10.8	-1.5	-0.2	-1.4	11.6	10.1	-2.7	-1.1	3.3	-0.8
CCCCCNC(=O)C(C#N)c1nc2ccccc2nc1N1CCCC1 (centres undefined)	-13.2	1.5	2.1	.	20.9	-12.8	-19.8	-5.3	.	-3.3
CCCN(CC)c1ncnc2[nH]ncc12	20.2	-2.9	3.7	-3.2	-11.3	10.3	-11.0	18.8	5.6	-0.9
O=C(COc1ccccc1Cl)Nc1nc(-c2ccncc2)cs1	4.9	3.2	-18.0	2.2	-23.0	-12.6	-13.4	-0.5	1.0	-3.0
S=C(NCCSCc1ccc(Cl)c(Cl)c1)Nc1ccccc1	-2.9	8.4	-9.4	.	-0.2	21.1	-23.5	-2.5	-3.7	0.8
Cn1c(=O)c2c(nc(CN3CCN(C(=O)c4ccco4)CC3)n2Cc2ccccc2F)n(C)c1=O	-2.3	-0.7	-2.6	4.4	-7.1	2.0	-18.0	-7.1	.	0.0
O=c1cc(COc2ncnc3c(Cl)cc(Cl)cc23)nc2sccn12	-12.9	4.5	-9.4	-1.4	.	-1.3	-9.6	0.3	1.2	4.2
O=C(NC1CCCCCC1)C1CCN(S(=O)(=O)c2c(Cl)cccc2Cl)CC1	5.4	8.1	-12.1	0.0	11.0	3.8	-10.9	1.6	-14.6	-0.5
Cc1ccccc1CNC(=O)CN(c1cccc([N+](=O)[O-])c1)S(C)(=O)=O	4.1	-4.0	-1.7	-1.9	-1.2	11.0	-10.7	-1.3	-1.1	-0.4
Cc1ccc(NC(=O)c2ccc(OC(=O)COc3ccc(Cl)cc3C)cc2)cc1	?	0.8	-1.8	-2.1	10.5	-12.6	-6.3	0.4	-3.0	-2.7

Single records, from the list above. Order of screens: MITF act, HTR5A ag, dFosB activator, Wnt bcat act, SR-BI HDL uptake, HTR5A inv ag, PvdQ acylase, CDK5 p35 inh, NSD2 inh, V-ATPase pHluor
Results for COc1ccc(/C=C2\CCCC3C2=NC(=S)NC3c2ccc(OC)cc2)cc1 (centres undefined) : 5.7, -2.2, -5.9, ., ., 4.7, -11.3, 0.1, -0.7, -4.0
Results for S=C(NCCSCc1ccc(Cl)c(Cl)c1)Nc1ccccc1 : -2.9, 8.4, -9.4, ., -0.2, 21.1, -23.5, -2.5, -3.7, 0.8

Further entries:
mol	MITF act	HTR5A ag	dFosB activator	Wnt bcat act	SR-BI HDL uptake	HTR5A inv ag	PvdQ acylase	CDK5 p35 inh	NSD2 inh	V-ATPase pHluor
Cc1cccc(OC(C)C(=O)Nc2nc(-c3ccncc3)cs2)c1 (centres undefined)	-19.9	7.5	1.0	-6.6	13.6	-14.1	-10.6	4.2	-1.7	11.4
OC(CNC1CCCC1)COc1ccc(-c2ccccc2)cc1 (centres undefined)	-2.6	5.2	2.3	-1.2	46.8	-14.1	7.5	3.2	6.9	0.5
CC(=O)N1CC(C)Sc2ccc(S(=O)(=O)NCCc3ccc(C)cc3)cc21 (centres undefined)	-12.5	3.7	-21.6	-8.1	-10.8	2.1	-1.1	-1.0	4.9	0.1
CCCOc1ccc(Br)cc1/C=N/O	-0.5	-7.6	-6.4	.	-23.3	16.8	-16.0	1.6	-0.7	3.2
O=C(Nc1ccc(S(=O)(=O)N2CCCC2)cc1)c1cc(=O)c2ccccc2o1	8.8	1.4	-3.1	-1.1	1.9	-3.8	5.1	-1.7	.	-0.3
COc1ccc(NC(=O)c2ccc([N+](=O)[O-])cc2[N+](=O)[O-])c(OC)c1	.	-1.2	-8.3	-1.3	15.5	-2.3	-14.0	-1.2	1.9	2.4
Oc1ccc(N=Nc2ccccc2)o1	-8.5	2.0	1.4	-1.4	2.1	-7.0	-9.3	1.5	.	6.4
COc1ccc(N2CCN(C(CNC(=O)c3ccc4c(c3)OCO4)c3cccnc3)CC2)cc1 (centres undefined)	-5.8	-0.6	-1.5	.	5.1	-4.0	-15.3	0.3	3.3	-0.6
Cc1c(NS(=O)(=O)c2ccccc2F)c(=O)n(-c2ccccc2)n1C	-1.5	8.5	0.6	-1.2	-12.9	-13.7	-0.5	0.8	0.1	-2.6
COc1cc2c(cc1OC)CN(C(=O)c1ccc(OC)c([N+](=O)[O-])c1)CC2	.	4.4	-3.9	-0.7	22.0	1.2	-14.0	0.9	-0.4	5.0
CCCCCCNS(=O)(=O)c1nc2nc(C)cc(C)n2n1	1.4	-0.3	-7.1	-0.8	-4.8	0.8	5.3	-0.3	.	-4.2
Cn1c(N)c(C(=O)COC(=O)COc2ccc(Cl)cc2Cl)c(=O)n(C)c1=O	-1.4	-2.5	-7.7	-4.3	-54.0	9.8	-19.0	-0.6	-1.4	-0.2
Cc1ccc(S(=O)(=O)N(C)C)cc1NC(=O)CSc1nnnn1-c1ccc(O)cc1	2.4	1.4	-4.3	-3.0	12.4	-3.8	-0.1	0.8	.	-3.0

High-throughput results (PubChem)
